AMA1-RON2 inh – qHTS for Inhibitors of AMA1-RON; Towards Development of Antimalarial Drug Lead: Primary Screen. Plasmodium falciparum AMA1 (3D7) - RON2 peptide interaction. AlphaScreen AMA1-biotinylated RON2 peptide binding. Potency, µM (highest dose often 58.2 µM), for inactives: top-dose activity change, negative = inhibition, actives largely listed as inhibitors. 360,000 tested, 0.2% active. AID 720542, 2013;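 also: potency is read from the fitted curve at half-maximal effect; 0% = vehicle wells and -100% = peptide control; nearly all actives have a fitted effect of over 45% in size; some results filed as inactive show a strong effect at the top dose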
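AMA1 (3D7) with his tag at 25 nM final met compounds first, then biotinylated RON2 peptide at 25 nM; detection used donor plus acceptor beads, 10 µg/mL apiece, read by AlphaScreen after 30 min at room temperature.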
HCMV inh – qHTS Assay for inhibitors of the human cytomegalovirus (HCMV) | HFF cells, HCMV-luciferase reporter, 72 h; active compounds read low | activity change, negative = inhibition, % at 57.5 µM | 410,000 tested, 4.5% active; in the data active = activity change below about -60%; inconclusive = no clear call, values can overlap the other calls; inactive = above about -39%
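Compounds were evaluated in HFFs infected with an HCMV luciferase reporter virus (MOI 1 PFU/cell). Luciferase in lysates collected 72 h post infection served as the replication measure.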
TbPYK inhibitor – qHTS of Trypanosoma Brucei Inhibitors. TbPYK enzyme, Kinase-Glo Plus ATP luminescence, 45 min. Potency, µM (titrated, usually from 76.8 µM), without a hit: top-dose activity, negative = inhibition, usual class: inhibitors. 410,000 tested, 0.12% active; also: potency is read from the fitted curve at half-maximal effect; nearly all actives have a fitted effect of over 50% in size
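Quantitative HTS: titrated library compounds versus trypanosomal pyruvate kinase in TEA buffer (pH 7.2) containing KCl, MgCl2, BSA and Tween-20. Reactions were initiated with ADP, 130 uM final. Kinase-Glo Plus luminescence was read after 45 min at RT.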
AmpC no deterg – qHTS Inhibitors of AmpC Beta-Lactamase (assay without detergent); P00811; AmpC nitrocefin hydrolysis, absorbance 480 nm, 0.0001% Triton; Potency, µM (highest dose often 57.1 µM), for inactives: at the top dose activity change, negative = inhibition, hits mostly inhibitors; 330,000 tested, 0.52% active;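 also: potency is read from the fitted curve at half-maximal effect; plate controls were no compound for no effect and no enzyme for full effect; nearly all actives have a fitted effect of over 20% in size; some results filed as inactive show a strong effect at the top dose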
Target sequence (P00811 whole entry, looked up): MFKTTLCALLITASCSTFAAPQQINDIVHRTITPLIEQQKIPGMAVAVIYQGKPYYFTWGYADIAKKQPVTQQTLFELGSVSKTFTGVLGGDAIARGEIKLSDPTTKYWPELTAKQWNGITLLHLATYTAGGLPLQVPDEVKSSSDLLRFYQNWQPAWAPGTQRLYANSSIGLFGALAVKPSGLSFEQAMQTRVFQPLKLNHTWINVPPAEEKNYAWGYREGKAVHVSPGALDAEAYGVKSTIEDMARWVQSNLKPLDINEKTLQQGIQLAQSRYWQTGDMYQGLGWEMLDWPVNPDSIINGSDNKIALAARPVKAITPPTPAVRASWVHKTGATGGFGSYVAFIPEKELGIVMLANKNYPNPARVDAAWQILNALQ
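AmpC (5.3 nM in the dispensed reagent) in 20 mM phosphate pH 7.0 with 0.01% (detergent screen) or 0.0001% Triton X-100 was preincubated with compounds for 15 min at room temperature. Nitrocefin was then added from an 800 uM solution, and hydrolysis was followed at 480 nm.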
Sm TGR block – qHTS Assay for the Inhibitors of Schistosoma Mansoni Peroxiredoxins; Schistosoma mansoni thioredoxin glutathione reductase (TGR), Q962Y6; purified TGR, DTNB reduction, TNB absorbance 405 nm; Potency, µM (series often up to 114 µM), for inactives: at the highest dose activity change, negative = inhibition, actives largely listed as inhibitors; 360,000 tested, 3% active; also: potency is read from the fitted curve at half-maximal effect; nearly all actives have a fitted effect of over 60% in size
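TGR 20 nM + NADPH 100 uM (dispensed conc.), cpd preinc 15 min RT; start with NADPH (500 uM addition) then DTNB (15 mM addition). Kinetic TNB absorbance, 405 nm filter. Four-parameter Hill fit across titration.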
LmPK inhibitor – qHTS Assay for Inhibitors of Leishmania Mexicana Pyruvate Kinase (LmPK); purified LmPK, Kinase-Glo ATP luminescence, 1 h; 290,000 tested, 0.37% active; AID 1721, 2009; Q27686; Potency, µM (doses to about 57.5 µM), for inactives: at the highest dose activity change, negative = inhibition, actives largely listed as inhibitors; also: potency is read from the fitted curve at half-maximal effect
Target sequence (Q27686 whole entry, looked up): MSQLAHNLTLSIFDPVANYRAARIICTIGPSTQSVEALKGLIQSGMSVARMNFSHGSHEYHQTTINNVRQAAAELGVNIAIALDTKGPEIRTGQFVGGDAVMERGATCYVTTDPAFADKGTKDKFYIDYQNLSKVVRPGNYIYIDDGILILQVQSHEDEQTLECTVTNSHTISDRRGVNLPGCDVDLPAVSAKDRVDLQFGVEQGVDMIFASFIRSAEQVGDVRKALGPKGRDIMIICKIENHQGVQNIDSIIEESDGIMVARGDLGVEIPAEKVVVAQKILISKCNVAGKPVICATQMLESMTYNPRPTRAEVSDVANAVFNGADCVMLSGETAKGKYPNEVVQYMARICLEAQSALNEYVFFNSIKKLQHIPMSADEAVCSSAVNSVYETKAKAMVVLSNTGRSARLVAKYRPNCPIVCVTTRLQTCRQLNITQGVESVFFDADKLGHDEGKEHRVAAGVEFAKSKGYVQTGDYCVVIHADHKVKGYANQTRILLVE
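In 50 mM imidazole pH 7.2 with 7 mM MgCl2, LmPK (0.1 nM) turned over PEP (0.5 mM) and ADP (0.1 mM) for 1 h at room temperature. Luciferase read-out of ATP.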
AmpC inh detg – qHTS Inhibitors of AmpC Beta-Lactamase (assay with detergent) | Potency, µM (top dose mostly 114 µM), inactives show top-dose activity change, negative = inhibition, usual class: inhibitors | P00811 | 370,000 tested, 0.041% active | AmpC hydrolysis of nitrocefin, absorbance 480 nm, 0.01% Triton;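 also: potency is read from the fitted curve at half-maximal effect; 0% = no-compound wells and -100% = no-enzyme wells; nearly all actives have a fitted effect of over 25% in size; some results filed as inactive show a strong effect at the top dose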
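AmpC (5.3 nM in the dispensed reagent) in 20 mM phosphate pH 7.0 with 0.01% (detergent screen) or 0.0001% Triton X-100 was preincubated with compounds for 15 min at room temperature. Nitrocefin was then added from an 800 uM solution, and hydrolysis was followed at 480 nm.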
Active calls of the source: *; ? = inconclusive; . = not tested or not shown; [ ] = another dose, or the depositor's remark. Unless noted, calls follow the shape of the dose curve; as a rule, active = well fitted curve in the direction sought with a large enough effect; inconclusive = small, poorly fitted or top-dose-only effect, or another doubt; inactive = no such curve, though single readings can be large; an effect the other way counts as inactive or inconclusive. Unless noted, % is scaled to controls: 0 for no effect and ±100 for the full control effect. Rows were taken by chance; 7.4% or so of the library scored in one or more.

SMILES	AMA1-RON2 inh	HCMV inh	AmpC inh detg	TbPYK inhibitor	Sm TGR block	LmPK inhibitor	AmpC no deterg
CC(=O)NCCC(=O)NCc1ccc(F)cc1	-16%	50	-2%	-1%	-1%	3%	-9%
Cc1cc(CNC(=O)c2ccc(C)c([N+](=O)[O-])c2)c2ccccc2n1	3%	26	8%	2%	-15%	9%	-40%
CC(CC(=O)NCc1ccc(Cl)cc1)S(=O)(=O)c1ccc2c(c1)NC(=O)CO2 (stereo not drawn)	-7%	?	-2%	1%	-9%	0%	-9%
CC(Cc1c[nH]c2ccccc12)C(=O)O (stereo not drawn)	12%	14	?	-1%	4%	4%	-2%
COc1ccc(N2CCN(CC(=O)c3ccccc3)CC2)cc1	-4%	.	0%	-15%	13µM*	-6%	-9%
CCCCNC(=O)N1CCCC(N(C)CCc2ccc(OC)c(OC)c2)C1 (stereo not drawn)	-1%	33	-11%	2%	-4%	2%	-5%
COc1ccccc1NC(=O)c1ccccc1NS(=O)(=O)c1cccs1	-11%	5	-4%	0%	0%	2%	-41%
Cc1onc(-c2c(F)cccc2Cl)c1C(=O)Nc1cc(S(=O)(=O)N2CCCCC2)ccc1O	-1%[11.6 µM]	-100*	.	-3%	.	.	.
O=C(Cn1c(SCC(=O)Nc2ccc(F)cc2)nc2ccccc21)NCc1ccc(Cl)cc1	.	-74*	9%	7%	7%	.	.
O=C(c1ccccc1)c1cn(CC(=O)N2CCOCC2)c2ccccc12	7%	-21	0%	-17%	0%	2%	-16%
CCCSc1ncc(Cl)c(C(=O)Nc2ccc(S(=O)(=O)N3CCCC(C)C3)cc2)n1 (stereo not drawn)	.	?	8%	-6%	15%	.	.
Cc1nn2cc(-c3cccc(Cl)c3)cnc2c1Cl	10%	62	-15%	-1%	-4%	-4%	-23%
CCOc1ccccc1CN1CCN(Cc2cc(=O)c3ccccc3[nH]2)CC1CCO (stereo not drawn)	1%	141	?	1%	?	-12%	1%
CC(=O)NC(C)C(=O)OCC(=O)Nc1ccc(Br)cc1 (stereo not drawn)	3%	15	-1%	5%	12%	4%	-11%
Cc1c(Cl)cccc1NC(=O)COC(=O)CCc1nc2ccccc2n1-c1ccccc1	-4%	-4	-8%	7%	-7%	8%	86%[activator]

More results follow.
SMILES	AMA1-RON2 inh	HCMV inh	AmpC inh detg	TbPYK inhibitor	Sm TGR block	LmPK inhibitor	AmpC no deterg
CC(=O)Nc1ccc(NC(=O)Cn2c(CC(=O)N3CCCC3)nc3ccccc32)cc1	-2%	-88*	-16%	11%	3%	-11%	2%
CCN(CC)C(=O)c1sc2c(c1C)c(=O)n(-c1ccc(OC)cc1OC)c(=O)n2Cc1cc(C)ccc1C	.	-14	-2%	5%	-6%	.	.
CC(C)c1ccc(NC2(C#N)C(=O)Nc3ccccc32)cc1 (stereo not drawn)	-2%	-72*	-7%	6%	31%	1%	-24%
CN(C)c1ccc(C(CNS(=O)(=O)c2cc(F)ccc2F)N2CCOCC2)cc1 (stereo not drawn)	.	0	10%	1%	45µM*	.	.
CC(=O)Nc1nc2ccccc2n1Cc1ccc(Cl)cc1	88%[activator]	0	3%	3%	9%	1%	15%
CC(=O)C1C(c2ccco2)c2c(noc2C)CC1(C)O (stereo not drawn)	8%	-8	2%	2%	-1%	1%	.
CCO/C(C)=C1\C(=O)N(CC)c2ccccc21	0%	-3	-8%	-1%	1%	2%	3%
CC(NCC1(N2CCOCC2)CCCCC1)C(=O)N1CCc2ccccc21 (stereo not drawn)	-1%	25	?	-5%	26%	-9%	1%
COc1ccc(-c2nnc3ccc(SCC(=O)N4CCCCCC4)nn23)cc1OC	0%	-9	?	2%	5%	-2%	-6%
CCn1c(SCC(=O)Nc2cccc(Cl)c2)nnc1-c1nonc1NC(C)=O	.	-10	1%	5%	0%	.	.
CC(C)c1ccc(NC(=O)NC2CC3CCC(C2)N3Cc2cccs2)cc1 (stereo not drawn)	4%	-18	3%	1%	2%	5%	-38%
COc1ccc(-c2[nH]c(-c3ccc(C)cc3)nc2SCC(=O)NCc2ccco2)cc1OC	2%	31	-16%	-1%	-2%	-5%	79%[activator]
Cc1ccc(-c2noc(C3CCCCC3)n2)cc1	26%	35	-3%	-5%	11%	-8%	-19%
CC(Sc1nnc(-c2cccs2)n1N)C(=O)NCC1CCCO1 (stereo not drawn)	-18%	-2	-1%	6%	-2%	.	-21%
COc1ccc(C2=NOC(COc3ccc([N+](=O)[O-])cc3)C2)cc1 (stereo not drawn)	0%	-8	-7%	3%	0%	-4%	-37%

In a second layout: entries from further up
CC(C)c1ccc(NC2(C#N)C(=O)Nc3ccccc32)cc1 (stereo not drawn)
  AMA1-RON2 inh: -2%
  HCMV inh: -72*
  AmpC inh detg: -7%
  TbPYK inhibitor: 6%
  Sm TGR block: 31%
  LmPK inhibitor: 1%
  AmpC no deterg: -24%
CCn1c(SCC(=O)Nc2cccc(Cl)c2)nnc1-c1nonc1NC(C)=O
  AMA1-RON2 inh: .
  HCMV inh: -10
  AmpC inh detg: 1%
  TbPYK inhibitor: 5%
  Sm TGR block: 0%
  LmPK inhibitor: .
  AmpC no deterg: .
COc1ccc(C2=NOC(COc3ccc([N+](=O)[O-])cc3)C2)cc1 (stereo not drawn)
  AMA1-RON2 inh: 0%
  HCMV inh: -8
  AmpC inh detg: -7%
  TbPYK inhibitor: 3%
  Sm TGR block: 0%
  LmPK inhibitor: -4%
  AmpC no deterg: -37%
CN(C)c1ccc(C(CNS(=O)(=O)c2cc(F)ccc2F)N2CCOCC2)cc1 (stereo not drawn)
  AMA1-RON2 inh: .
  HCMV inh: 0
  AmpC inh detg: 10%
  TbPYK inhibitor: 1%
  Sm TGR block: 45µM*
  LmPK inhibitor: .
  AmpC no deterg: .

Next section.
SMILES	AMA1-RON2 inh	HCMV inh	AmpC inh detg	TbPYK inhibitor	Sm TGR block	LmPK inhibitor	AmpC no deterg
CCCCc1ccc(-c2csc(/C(C#N)=C/c3ccco3)n2)cc1	-4%	-21	1%	-3%	8%	-10%	-28%
CCN(C(=O)c1c(C)oc2ncnc(N3CCCCC3)c12)c1cc(C)ccc1C	.	3	0%	1%	10%	.	.
C=CCn1c(CCNC(=O)c2ccccc2F)nnc1SCC(=O)Nc1ccccc1F	-3%	50	1%	-3%	-2%	-5%	-9%
CSc1ncccc1C(=O)N1CCCC(Nc2ccc(C)c(C)c2)C1 (stereo not drawn)	-6%	-23	?	-1%	-3%	-8%	7%
O=C(CNC(=O)c1ccc(Cl)cc1Cl)NCCCn1ccnc1	6%	-9	6%	4%	5%	7%	-6%
COc1cc(NC2=CC(=O)CC(C)(C)C2)cc(OC)c1	1%	34	5%	3%	-19%	-2%	-7%
Cc1cccc(NC(=O)Cn2c(=O)n(Cc3ccccc3)c(=O)c3c(C)c(C)sc32)c1	-5%	-29	?	5%	-14%	0%	-29%
CCN(CC)CCN1C(=O)c2oc3ccccc3c(=O)c2C1c1ccc(C)cc1 (stereo not drawn)	-2%	-9	-17%	?	-4%	0%	0%
CCCCNC(=O)CSc1nc2ccc(Nc3nc(N4CCOCC4)nc(N4CCOCC4)n3)cc2s1	9%	?	0%	2%	3%	-12%	67%[activator]
CCOC(=O)c1c(/N=C/c2cc(C)ccc2O)sc2c1CCN(C)C2	-2%	-25	2%	-2%	-19%	-7%	-26%
COc1ccc(Cn2c(=O)n(-c3ccccc3C)c(=O)c3c4c(sc32)CN(C(C)=O)CC4)cc1	.	4	?	-5%	0%	.	.
CN(C)CCCOc1ccc(Cl)cc1Br	-27%	36	-1%	-3%	1%	-5%	-4%
Cn1cccc1C(=O)NCCc1ccc(Cl)cc1	-11%	24	5%	-22%	-22%	-17%	-2%
COc1ccnc(CN(C)C(=O)C2CCC(=O)N(CCN(C)C)C2)c1 (stereo not drawn)	40%[activator]	0	-7%	5%	-32%	-7%	-10%
CCC(CC)CN1C(Nc2ccccc2)=NC[C@@H]1C	-9%	-28	-15%	-3%	27%	1%	-10%

(continued)
SMILES	AMA1-RON2 inh	HCMV inh	AmpC inh detg	TbPYK inhibitor	Sm TGR block	LmPK inhibitor	AmpC no deterg
CCCCCCc1nc2nc(Cl)c(Cl)nc2[nH]1	-4%	-17	.	-8%	.	.	.
O=C(CN1CCN(Cc2ccccc2F)C1=O)NCc1ccccc1	.	12	2%	4%	8%	.	.
O=C(Cn1c(=O)oc2cc(S(=O)(=O)NCc3ccccc3)ccc21)N(CCO)Cc1ccccc1	.	?	0%	-5%[15.4 µM]	-1%	.	.
Cn1nnc(NCc2cc(Br)ccc2OCc2cccs2)n1	-6%	-37	1%	-15%	-14%	-5%	-40%
Cc1cc(C)cc(-n2ncc3c2CCCC3NC(=O)c2cc(C)[nH]n2)c1 (stereo not drawn)	-12%	-35	2%	-3%	-4%	-1%	59%
COc1cccc(/C=N/NC(=O)c2cc3c(OC)ccc(OC)c3[nH]2)c1O	16%	-99*	-11%	9%	-10%	-5%	4%
CC(=O)N1CCc2cc(S(=O)(=O)CCC(=O)O)ccc21	13%	-26	-13%	-5%	6%	-7%	-15%
COC(=O)c1ccc(-n2c(C)cc(C(=O)CSc3ccc(NC(C)=O)cc3)c2C)cc1	?	4	?	-17%	-17%	2%	95%[activator]

Bioassay records (PubChem)
